# ARFGAP1 inh = inhibitors of rat ARFGAP1. inhibition, % at 16.5 µM. Arfgap1-stimulated ARF1 GTP hydrolysis, GDP FP detection. 360,000 compounds, 0.26% hits;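 active = inhibition above a per-plate limit, mean inhibition of low control wells plus 3 SD, cut at about 25% in these data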;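 note: 0% = DMSO wells with enzyme and 100% = wells lacking Arfgap1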
# Target sequence (Q62848 1-136 limits assumed): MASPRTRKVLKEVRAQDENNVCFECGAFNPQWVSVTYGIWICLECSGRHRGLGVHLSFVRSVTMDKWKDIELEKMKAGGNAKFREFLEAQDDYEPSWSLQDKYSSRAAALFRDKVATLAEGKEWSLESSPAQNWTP
#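 Material: rat Arfgap1 catalytic domain, aa 1-136; also added: human ARF1(Δ1-17)-GTP substrate; compound dosing: one concentration, 16.5 µM, DMSO 1.26%; incubation: GTP hydrolysis reaction 2 h at 25 °C; measured by: Tracer-displacement fluorescence polarization with EDTA stop, 620/688 nm; evaluation: % inhibition from polarization; repeats: one replicate per compound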
# rCAG RNA binder = r(CAG) repeat RNA binding; TO-PRO-1 dye displacement fluorescence; inhibition, % at 3 µM; 370,000 compounds, 1.3% hits;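 active = inhibition above the plate cutoff, the mean of all test compounds on that plate plus 3 SD, cut at about 35% in these data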;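 note: 0% = DMSO alone and 100% = 100 µM mitoxantrone as full dye displacement; higher means more dye released from RNA so lower well fluorescence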
# GC-B act = GC-B (human) receptor activation; P20594; HEK293-GC-B cells, CNP EC30, cGMP TR-FRET; 0% at EC30 CNP, 100% saturating CNP; activation, % at 10 µM; 370,000 compounds, 0.11% hits; AID 1920062;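 active = activation at 10 µM reaching about 35% in either raw or pattern-adjusted values, limit read from the data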
# sPLA2-III inh = Blocks human group III sPLA2 activity; QFRET BODIPY PC-A2 liposome hydrolysis, fluorescence; 370,000 compounds, 0.56% hits; inhibition, % at 12.2 µM;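 active = inhibition above mean plus 3 SD of compounds lying within the high and low control bounds, cut at about 19% in these data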;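 note: 0% = median of test compound wells and 100% = no enzyme DMSO wells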
# ADAM10 inh = inhibits human ADAM10; inhibition, % at 7 µM; 370,000 compounds, 0.62% hits; O14672; recombinant ADAM10, EDANS/DABCYL FRET peptide cleavage, 3 h;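 active = inhibition above a per-campaign cutoff equal to the mean of compounds falling between control-based bounds plus 3 SD, cut at about 20% in these data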;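 note: 0% = DMSO wells while the 100% control is not disclosed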
# GAA850 FXN act = increases GAA850 frataxin promoter reporter activity. activation, % at 6 µM. 360,000 compounds, 0.56% hits. HEK293 lucGAA850 FXN promoter luciferase reporter, 24 h; percent of 10 µM SAHA response. AID 540364;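 active = activation above the average of all compounds screened plus 3 SD, cutoff fixed separately per campaign, cut at about 7.5% in these data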;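 note: 0% = DMSO wells and 100% = 10 µM SAHA wells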
# ASAP1 GAP inh = ASAP1 ArfGAP inhibition; ASAP1-stimulated ARF1 GTP hydrolysis, GDP FP detection; inhibition, % at 16.5 µM; 360,000 compounds, 0.19% hits; in the data active = inhibition above about 25%;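 note: 0% = vehicle with enzyme and substrate and 100% = no enzyme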
# Target sequence (Q9ULH1 325-724 limits assumed): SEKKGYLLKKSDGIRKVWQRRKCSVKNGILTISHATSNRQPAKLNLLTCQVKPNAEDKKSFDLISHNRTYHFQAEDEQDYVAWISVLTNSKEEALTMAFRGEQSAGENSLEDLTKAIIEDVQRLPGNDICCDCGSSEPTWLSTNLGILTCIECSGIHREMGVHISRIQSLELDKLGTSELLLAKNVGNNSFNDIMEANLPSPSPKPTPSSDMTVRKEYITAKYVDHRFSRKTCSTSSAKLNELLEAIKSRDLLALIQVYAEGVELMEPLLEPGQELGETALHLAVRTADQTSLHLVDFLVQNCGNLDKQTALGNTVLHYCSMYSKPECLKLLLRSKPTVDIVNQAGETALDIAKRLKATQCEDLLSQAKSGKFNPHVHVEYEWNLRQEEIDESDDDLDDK
# DDE Tn6 FP inh = inhibitors of Tn6 peptide binding to human fibrin DD(E). 370,000 compounds, 0.21% hits. inhibition, % at 8.3 µM. Fibrin DD(E) TRITC-Tn6 fluorescence polarization displacement;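 active = inhibition above a per-campaign cutoff: mean of compounds within control limits plus 3 SD, cut at about 15% in these data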;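 note: 0% = median of all compound wells on the plate and 100% = blocking peptide control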
# GC-A act = GC-A (human) enzyme activation. 370,000 compounds, 0.14% hits. AID 1671463. HEK293 GC-A cells, cGMP TR-FRET, EC30 ANP; 0% at EC30 ANP, 100% saturating ANP. activation, % at 10 µM. P16066; in the data active = activation above about 40%
# KLK7 zymogen act = activators of human kallikrein-7 zymogen | purified proKLK7, EDANS-DABCYL substrate fluorescence; 100% is mature enzyme control, 0% vehicle | activation, % at 7 µM | 370,000 compounds, 0.9% hits;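 active = activation above the mean of all tested compounds plus 3 SD, computed per campaign excluding outliers beyond control limits, cut at about 13% in these data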
# Target sequence (P49862 whole entry, looked up): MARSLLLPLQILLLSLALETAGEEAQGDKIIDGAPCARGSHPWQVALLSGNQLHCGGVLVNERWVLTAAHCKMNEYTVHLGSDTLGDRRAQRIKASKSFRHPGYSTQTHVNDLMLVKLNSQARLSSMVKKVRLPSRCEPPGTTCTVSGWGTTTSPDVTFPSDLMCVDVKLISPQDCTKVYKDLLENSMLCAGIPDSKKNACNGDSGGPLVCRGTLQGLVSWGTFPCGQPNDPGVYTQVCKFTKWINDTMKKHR
# * marks the source's active call; other numbers are inactive results; i = inactive; . = not tested or not shown. Compounds were not picked by outcome. Share with any hit: about 4.5%.
SMILES | ARFGAP1 inh | rCAG RNA binder | GC-B act | sPLA2-III inh | ADAM10 inh | GAA850 FXN act | ASAP1 GAP inh | DDE Tn6 FP inh | GC-A act | KLK7 zymogen act
Cc1cccc(Cl)c1NC(=S)NCCc1ccccn1 | -13 | 0 | 0 | 2 | -3 | -1.0 | 0 | 2 | -3 | 0.3
S=C(NCc1ccccc1)NCc1ccc(CNC(=S)NCc2ccccc2)cc1 | 1 | 8 | 6 | -54 | 10 | 0.1 | -14 | 5 | -1 | -0.1
N#Cc1c(N)n(C2CCCCC2)c2nc3ccccc3nc12 | 10 | 2 | -2 | 7 | i | 8.1* | -6 | -2 | -3 | -52
O=S(=O)(Nc1ccc(O)c(CN2CCCCC2)c1)c1ccccc1 | 1 | 2 | -2 | 3 | -9 | 0.7 | -2 | 0 | 2 | -0.1
Cc1c(C(=O)NCc2ccccc2CN2CCCC2)oc2ccc(F)cc12 | 14 | 1 | -10 | -6 | -8 | -1.0 | -5 | 2 | -8 | 0.0
Cc1ccc(S(=O)(=O)Cn2nnnc2C(CC(C)C)N2CCN(C)CC2)cc1 (stereo not given) | -11 | -4 | -2 | -17 | -6 | 1.7 | 6 | 2 | -2 | -0.5
NS(=O)(=O)c1ccc(CCNC(=O)CNCCc2ccccc2)cc1 | -2 | -2 | 4 | 5 | -2 | -0.3 | 11 | 3 | 1 | -1.0
CN(Cc1ccon1)Cc1cn[nH]c1-c1ccc(-c2ccccc2)cc1 | 8 | 11 | 4 | -18 | -3 | 0.5 | 7 | -4 | 2 | 0.1
CN(C)S(=O)(=O)c1ccc(C(=O)Nc2nnc(SCc3cccc(F)c3)s2)cc1 | 17 | -1 | 1 | 18 | -6 | 2.7 | 9 | 3 | -2 | -0.1
O=C1CSc2ccc(S(=O)(=O)CCC(=O)NC3CCCCC3)cc2N1 | 11 | 3 | -4 | 5 | -10 | 1.1 | 3 | 3 | 1 | -0.2
Cc1c(C)c(C)c(C(=O)c2ccc(NC(=O)c3ccccc3C(=O)O)cc2)c(C)c1C | -3 | 9 | 1 | 1 | 4 | 1.0 | 10 | 6 | -4 | 0.1
COc1ccc(/C(O)=C2/C(=O)C(=O)N(Cc3cccnc3)C2c2ccncc2)cc1F (stereo not given) | 12 | -2 | 3 | 7 | 1 | -2.4 | 2 | 7 | -1 | 0.8
O=C1N[C@@H](Cc2cnc[nH]2)C(=O)N2CCC[C@@H]12 | 5 | 2 | 5 | 0 | 1 | 2.1 | 1 | 1 | 5 | -0.2
O=C1CSC(=Nc2ccc(Cl)cc2)N1 | 5 | 0 | -10 | 5 | 1 | 1.9 | -8 | -1 | 3 | -1.2
COc1ccc2nc(SC(C)C(=O)NC3(C#N)CCCCC3)[nH]c2c1 (stereo not given) | 0 | 5 | -3 | -4 | -6 | -2.0 | -1 | -9 | -3 | -0.2
Cc1cc(=O)oc2cc(OCC(=O)Nc3ccccc3C(N)=O)c(Cl)cc12 | 2 | 2 | 0 | -2 | -14 | 0.1 | 13 | 5 | 1 | 0.7

# Some of the entries so far, field by field.
O=C1N[C@@H](Cc2cnc[nH]2)C(=O)N2CCC[C@@H]12
  ARFGAP1 inh: 5; rCAG RNA binder: 2; GC-B act: 5; sPLA2-III inh: 0; ADAM10 inh: 1; GAA850 FXN act: 2.1; ASAP1 GAP inh: 1; DDE Tn6 FP inh: 1; GC-A act: 5; KLK7 zymogen act: -0.2

O=C1CSC(=Nc2ccc(Cl)cc2)N1
  ARFGAP1 inh: 5; rCAG RNA binder: 0; GC-B act: -10; sPLA2-III inh: 5; ADAM10 inh: 1; GAA850 FXN act: 1.9; ASAP1 GAP inh: -8; DDE Tn6 FP inh: -1; GC-A act: 3; KLK7 zymogen act: -1.2

COc1ccc2nc(SC(C)C(=O)NC3(C#N)CCCCC3)[nH]c2c1 (stereo not given)
  ARFGAP1 inh: 0; rCAG RNA binder: 5; GC-B act: -3; sPLA2-III inh: -4; ADAM10 inh: -6; GAA850 FXN act: -2.0; ASAP1 GAP inh: -1; DDE Tn6 FP inh: -9; GC-A act: -3; KLK7 zymogen act: -0.2

Cc1cc(=O)oc2cc(OCC(=O)Nc3ccccc3C(N)=O)c(Cl)cc12
  ARFGAP1 inh: 2; rCAG RNA binder: 2; GC-B act: 0; sPLA2-III inh: -2; ADAM10 inh: -14; GAA850 FXN act: 0.1; ASAP1 GAP inh: 13; DDE Tn6 FP inh: 5; GC-A act: 1; KLK7 zymogen act: 0.7

# Carrying on.
SMILES | ARFGAP1 inh | rCAG RNA binder | GC-B act | sPLA2-III inh | ADAM10 inh | GAA850 FXN act | ASAP1 GAP inh | DDE Tn6 FP inh | GC-A act | KLK7 zymogen act
CCCC(=O)N1CC2(C)CN(C(=O)CCC)CC(CCC)(C1)C2=O | -8 | 2 | -8 | -2 | 8 | -0.5 | 23 | -2 | -5 | 0.1
Cn1ccc2cc(S(=O)(=O)N3CCN(S(=O)(=O)c4c(F)cccc4F)CC3)ccc21 | . | . | 6 | -1 | 2 | . | . | 3 | -5 | .
Cc1ccc(NC(=O)c2cccc(C(=O)Nc3ccc(C)c(C)c3)n2)cc1C | 7 | 1 | 2 | 3 | 3 | 1.0 | -14 | -2 | -6 | 0.1
Clc1ccc(-c2csc(N3CCCCCC3)n2)cc1 | 4 | -1 | -3 | 23* | -17 | 3.3 | -6 | -4 | -3 | -0.8
CN(C)C=NC(=O)c1cc(C(=O)c2ccc(Cl)cc2Cl)c[nH]1 | -11 | 0 | -4 | 2 | 0 | -2.5 | -7 | -1 | -1 | 0.0
O=C(CSc1ccc(-c2ccc(-n3cccn3)cc2)nn1)Nc1ccc([N+](=O)[O-])cc1 | -6 | 3 | 0 | 1 | -5 | 0.8 | -6 | 0 | 3 | 0.1
CCOC(=O)N1CCN(S(=O)(=O)c2cccc3nsnc23)CC1 | -2 | -1 | 13 | 5 | -5 | 0.1 | -8 | -2 | 1 | 0.3
CCN1CCN(C(c2cccs2)C(C)NC(=S)NC2CCCCC2)CC1 (stereo not given) | -10 | -10 | 0 | 12 | -6 | -2.1 | -2 | 6 | -2 | -0.3

# Record cards, as listed above. Values in the order: ARFGAP1 inh	rCAG RNA binder	GC-B act	sPLA2-III inh	ADAM10 inh	GAA850 FXN act	ASAP1 GAP inh	DDE Tn6 FP inh	GC-A act	KLK7 zymogen act
# CCCC(=O)N1CC2(C)CN(C(=O)CCC)CC(CCC)(C1)C2=O across the screens: -8	2	-8	-2	8	-0.5	23	-2	-5	0.1
# Cc1cccc(Cl)c1NC(=S)NCCc1ccccn1 across the screens: -13	0	0	2	-3	-1.0	0	2	-3	0.3
# CCOC(=O)N1CCN(S(=O)(=O)c2cccc3nsnc23)CC1 across the screens: -2	-1	13	5	-5	0.1	-8	-2	1	0.3
# CN(Cc1ccon1)Cc1cn[nH]c1-c1ccc(-c2ccccc2)cc1 across the screens: 8	11	4	-18	-3	0.5	7	-4	2	0.1
# COc1ccc2nc(SC(C)C(=O)NC3(C#N)CCCCC3)[nH]c2c1 (stereo not given) across the screens: 0	5	-3	-4	-6	-2.0	-1	-9	-3	-0.2

# Continued.
SMILES | ARFGAP1 inh | rCAG RNA binder | GC-B act | sPLA2-III inh | ADAM10 inh | GAA850 FXN act | ASAP1 GAP inh | DDE Tn6 FP inh | GC-A act | KLK7 zymogen act
COc1cc2c(cc1NC(=O)CN(C)Cc1ccc(OC)c(OC)c1)oc1ccccc12 | -4 | 6 | 13 | -12 | -9 | -3.6 | 4 | -1 | 11 | -4.1
CCCc1nc(SCC(=O)c2ccc(F)cc2)c2ccccc2n1 | 0 | -1 | -3 | -21 | 6 | 1.4 | -1 | -2 | 4 | -1.9
Cc1ccc2[nH]c(O)c(N=NC(=O)C(C)n3cnc4ccccc4c3=O)c2c1 (stereo not given) | -8 | 4 | 0 | -12 | 8 | 1.3 | -6 | 9 | 0 | 0.9
CCOC(=O)C(NC(=O)Nc1ccc(F)cc1F)(Oc1ccccc1)C(F)(F)F (stereo not given) | 9 | 1 | -3 | 16 | -8 | 1.5 | 1 | 1 | -1 | -0.1
COc1cc(OC)c(C(=O)NC2CC(C)(C)NC(C)(C)C2)cc1OC | -6 | -4 | 0 | 1 | -3 | 1.6 | 10 | 7 | 1 | -0.5
CN=C1N(C)C[C@@H]2[C@@H]3C(=O)N(Cc4ccccc4)C(=O)[C@@H]3[C@](Cc3ccccc3)(C(=O)OC)N12 | 2 | 6 | 2 | 13 | -17 | -0.4 | -5 | -3 | -3 | 0.1
Cc1ccc(C(=O)CCNc2ccc(Br)cc2)o1 | -5 | -2 | 1 | -1 | 8 | 2.5 | 7 | -3 | 1 | 0.9
CC(=NC1CC1)C1=C(O)c2ccccc2C1=O | 6 | -1 | 1 | 1 | 0 | 6.8 | -1 | -7 | -2 | -0.4
Cc1ccc(C2=NN(C)c3nc4ccccc4n3C2)cc1 | 3 | -2 | -2 | -1 | -290 | 0.3 | -11 | -1 | 7 | -5.7
C=CCn1c(SCC(=O)Nc2ccccc2-c2ccccc2)nc2cc(C(=O)O)ccc2c1=O | -1 | 21 | 1 | -8 | 6 | 1.4 | 8 | -2 | -4 | 0.1
CCOc1ccccc1NC(=O)c1cc(CC(C)C)oc1C | -3 | -3 | 3 | -3 | 6 | 1.9 | -13 | 2 | -2 | -0.5
CCOC(=O)C1CCCN(c2c(NCc3ccco3)c(=O)c2=O)C1 (stereo not given) | -3 | 3 | 3 | -1 | -3 | 2.5 | -7 | 2 | 0 | -0.7
Cc1nc(-c2cn[nH]c2)c2cc(C)oc2n1 | -1 | -2 | 5 | 1 | -28 | 0.2 | 10 | 3 | 4 | -0.7
O=C(C[C@H]1C[C@H](C(=O)N2CCCCC2)[C@@]2(CCc3ccccc3)c3[nH]c4cc(-c5ccco5)ccc4c3CCN2C1=O)NCc1ccco1 | 16 | 22 | 1 | 0 | -260 | -3.1 | 11 | -4 | -5 | -8.0
CCCCCCOc1ccc(/C=C/C(=O)N2CCOCC2)cc1OC | -4 | -11 | 0 | -8 | -53 | -0.1 | -15 | -3 | -4 | 0.3
Cc1nc(C(=O)N2CCCC(C(=O)c3ccc(Cl)cc3)C2)cs1 (stereo not given) | 2 | -6 | -6 | 3 | 7 | 1.6 | -8 | 0 | -2 | -0.2
Cn1c(N2CCN(C(c3ccccc3)c3ccccc3)CC2)nc2c1c(=O)[nH]c(=O)n2C | 9 | -2 | -1 | 3 | 3 | -0.4 | 2 | 1 | -16 | -0.1
